# High-throughput results (PubChem BioAssay)
# SDO1 yeast rescue – compounds rescuing growth of sdo1-depleted yeast, bone marrow failure model; 140,000 tested, 0.21% active; S. cerevisiae sdo1-depleted JHY4D growth rescue, OD600 30 h; stronger effect = higher value; pdr5 snq2 efflux-pump mutant strain; z-score at 10 µM;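 active = z-score above 3 at both the 24 hr and the 30 hr optical density reads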;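 also: z-score against mean and SD of all compound wells on the same plate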
# INS promoter inh – TRM-6 insulin promoter activity inhibition | TRM-6 cells (human fetal islet line), insulin promoter-eGFP reporter, imaging; reporter expression induced with tamoxifen | inhibition, % at 2 µM | 130,000 tested, 0.9% active;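 active = inhibition above the mean plus 3 SD, with well images judged a real hit on visual review, cut at about 60% in these data, passing the limit was not always enough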
# SDO1 yeast rescue Rescue 24 h – also measured in SDO1 yeast rescue; calls as there; z-score; S. cerevisiae sdo1-depleted JHY4D growth rescue, OD600; measured here: growth rescue at 24 h;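 0 is the plate mean of compound wells and units are plate SD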
# * = called active by the depositor; . = no result given.
no.	SMILES	SDO1 yeast rescue	SDO1 yeast rescue Rescue 24 h	INS promoter inh
1	CCOC(=O)N1CCC(NC(=O)CN2C(=O)C(CC)Oc3ccc(C)cc32)CC1 (stereo not drawn)	0.72	0.41	0.0
2	CC(C)NC(=O)c1cc(-n2cnnc2)ccc1Cl	1.05	0.88	-17.9
3	CCOC(=O)N1CCN(C(=O)CN(c2ccc(OCc3ccccc3)cc2)S(C)(=O)=O)CC1	0.56	0.54	-43.9
4	CCCn1c(N)c(C(=O)CSc2nnc(C3CC3)n2Cc2ccccc2)c(=O)[nH]c1=O	0.54	-0.21	36.7
5	COC(=O)CCC(=O)CN	0.98	0.86	-9.1
6	CC(NC(=O)c1cc2ccccc2o1)C(=O)O (stereo not drawn)	0.65	0.09	.
7	Cc1ccc(F)c(NC=C2C(=O)OC(C)(C)OC2=O)c1	0.82	0.75	-143.5
8	COc1cc(/C=C2/C(=O)N=C(N)N2C)cc(OC)c1OC	1.06	0	-25.8
9	Cc1ccnc(N2C(=O)CSC2c2ccc(Cl)cc2)c1 (stereo not drawn)	-0.05	-0.95	50.0
10	CCc1ccccc1NC(=O)N[C@H](C(=O)O)C(C)CC (stereo partly drawn)	0.72	-0.67	27.8
11	O=C(N/N=C/c1ccc[nH]1)c1ccc([N+](=O)[O-])cc1	1.44	1.68	-44.8
12	Cc1ccc(-c2nnc(NCc3nc4ccccc4[nH]3)c3ccccc23)cc1S(=O)(=O)N1CCOCC1	0.74	0.08	-203.2
13	COC(=O)c1ccc(NC(=O)Cn2nc(-c3ccncc3)nc2SCC(=O)Nc2nccs2)cc1	0.67	0.19	-34.1
14	Fc1ccc(CNc2nc(-c3ccco3)cc(C(F)(F)F)n2)cc1	-1.51	-1.32	66.7
15	CC(=O)c1ccc2noc(-c3ccccc3)c2c1	.	.	20.0
16	COc1ccc(-c2noc(CN(C)S(=O)(=O)c3ccccc3)n2)cc1OC	.	.	-48.1
17	O=C(Nc1nc2n(n1)C(c1ccc(Cl)cc1)CC(c1ccc(Cl)cc1)N2)c1ccco1 (stereo not drawn)	1.33	1.78	.
18	COc1ccccc1-c1ccc(=O)n(CC(=O)Nc2ccc(C(=O)N3CCCC3)cc2)n1	1.04	0.1	.
19	COc1cccc(CNS(=O)(=O)c2cccc(S(=O)(=O)N3CCOCC3)c2)c1	0.69	0.22	17.1
20	Cc1cccnc1NC(=S)Nc1ccc(Cl)c(Cl)c1	.	.	38.1
21	O=C(NNC(=O)c1ccc(Br)o1)c1ccc(NC(=O)c2ccccc2)cc1	.	.	10.5
22	O=C(O)CC1(CC(=O)Nc2ccc3ccccc3c2)CCCCC1	1.58	1.51	33.3
23	CC1=CCn2c(=O)c3ccccc3c(=O)n2C1	0.49	0.17	-61.5
24	CCN(CC)CCNC(=O)C1c2cc(OC)c(OC)cc2C(=O)N(C)C1c1cccs1 (stereo not drawn)	.	.	53.3
25	O=C(NC(=S)Nc1ccccc1)c1csnn1	0.84	-0.03	20.6
26	COc1ccc(NC(=O)Cc2c(F)cccc2Cl)cc1	.	.	50.0
27	N#C/C(C(N)=O)=C1/CCc2ccccc2N1	0.24	-0.44	-22.6
28	CC1(C)Cc2ccccc2C(Nn2cnnc2)=N1	0.76	0.22	0.0
29	Cc1ccc(/C=C(\C#N)c2nc3ccccc3[nH]2)s1	-2.34	-1.39	96.2*
30	O=S(=O)(c1ccc2oc3ccccc3c2c1)N1CCOCC1	-0.82	-1.11	8.3
31	O=C(C/C=N\OCc1ccc([N+](=O)[O-])cc1)Nc1ccc(F)cc1F	.	.	5.6
32	O=C(c1ccccc1)c1ccc(N2CCOCC2)c(NC(=O)c2ccco2)c1	-2.19	-1.91	2.9
33	Cc1ccc(/C=N/NC(=O)COc2ccccc2-c2ccccc2)cc1	-1.34	-1.53	-212.5
34	CCNc1nc(SC(C)C(=O)Nc2ccccc2)nc(N2CCOCC2)n1 (stereo not drawn)	0.11	-0.15	-64.5
35	O=C(Nc1ccc(S(=O)(=O)N2CCOCC2)cc1)C1COc2ccccc2O1 (stereo not drawn)	-1.04	-0.34	.
36	CCOC(=O)COc1ccc(C(=O)Nc2cccc(Cl)c2C)cc1	.	.	-11.1
37	CC(C)(C)c1nc(SCC(=O)Nc2ccc3c(c2)OCCO3)c2ccccc2n1	-0.86	-0.46	20.0
38	Cc1cc(N)ccc1N1CCCC1	0.89	1.54	-6.7
39	CCCNC(=O)NC(=O)CSc1nnc(-c2ccncc2)n1CC	0.45	0.21	42.4
40	O=C(NCCSc1ccccc1)c1ccc(Br)cc1	-1.92	-1.23	3.3
41	COc1cccc(NCc2cc(=O)oc3cc(-c4ccccc4)c(O)cc23)c1	-0.51	0.16	-3.2
42	Cc1cc(C)cc(NC(=S)NCc2ccc(F)cc2)c1	-0.44	-0.91	-17.6
43	NC(=O)C1(S(=O)(=O)c2ccccc2)CCCCC1	0.3	-0.13	.
44	CC(C)CSc1nc(N2CCOCC2)c2c(c1C#N)CC(C)(C)SC2	0.59	1.17	-64.3
45	O=C(CCC(=O)N1CCN(c2ccccn2)CC1)Nc1nnc(C2CCCCC2)s1	0.8	1.29	18.5
46	COc1ccccc1OCc1ccc(C(=O)NCc2cccnc2)o1	1.27	-1.13	20.0
47	N#Cc1c(N)oc(-c2ccco2)c1-c1ccco1	0.69	1.31	.
48	CCN(c1ccccc1)S(=O)(=O)c1ccc(OC)c(N=N/C(C(=O)Nc2ccccc2)=C(/C)O)c1	.	.	50.0
49	COc1ccc(Nc2nnc(C)c3ccccc23)cc1C(N)=O	0.64	0.2	.
50	Cc1cc(Cl)ccc1NC(=S)NCC(C)C	0.01	0.08	-30.0
51	Cc1cc(=O)oc(C)c1C(=O)N1CCCc2ccccc21	0.48	-0.11	18.4
52	CCOc1ccc(/C=C/C(=O)NCCc2ccc(OC)c(OC)c2)cc1	0.02	0.69	-23.3
53	CC1CCC(NC(=O)c2cc3c(=O)n(C)c4ccccc4c3n2C)CC1 (stereo not drawn)	-1.27	-1.21	.
54	COCCCNC(=O)CC(NS(=O)(=O)c1ccc(C)cc1)c1ccco1 (stereo not drawn)	-0.17	-0.26	-26.7
55	O=C(/C=C\Nc1ccc(Cl)cn1)c1ccc(Br)cc1	.	.	35.3
56	Cc1ccnc(NS(=O)(=O)c2ccc(NC(=O)c3ccc(N4C(=O)CCC4=O)cc3)cc2)n1	-0.04	0.4	-8.0
57	Cc1cc(NC(=O)CSc2nc3ccsc3c(=O)n2CCCCC(=O)O)no1	1.95	3.08	-28.6
58	Cc1ccn2c(NC(=O)C(C)(C)Oc3ccc(Cl)cc3)c(-c3cccs3)nc2c1	-0.85	-0.66	.
59	Cc1nc([N+](=O)[O-])c(C(=O)OCc2cccc(Br)c2)n1C	.	.	7.1
60	COC(=O)c1ccsc1-n1cc(C#N)c(=O)n(C)c1=O	.	.	-9.1

# (continued)
no.	SMILES	SDO1 yeast rescue	SDO1 yeast rescue Rescue 24 h	INS promoter inh
61	CCN(C(=O)COc1cc(=O)n(C)c2ccccc12)c1cccc(Cl)c1	-0.37	0.73	-27.3
62	Cn1c(C(=O)NCCN2CCc3ccccc3C2)cc2c(=O)[nH]c3ccccc3c21	0.03	-0.56	.
63	CCn1c(=O)cc(C(=O)OC)sc1=Nc1ccc(F)c(F)c1	-1.82	-0.44	.
64	CC1(C)CN2C(=S)N(c3ccccc3)C(c3ccccc3)N2C1 (stereo not drawn)	-0.98	-0.8	-3.2
65	COc1ccc2cc(C(=O)Nc3ccc(F)cc3)sc(=O)c2c1OC	0.23	1.43	.
66	COC(=O)C1=C(N)Oc2c(oc(CO)cc2=O)C1c1c(F)cccc1Cl (stereo not drawn)	.	.	-35.7
67	Cc1ccc(S(=O)(=O)N2CCC(C(=O)N/N=C/c3cccnc3)CC2)cc1	-0.17	-0.6	20.0
68	COc1cccc(C(=O)C2CCCN(C(=O)CCC3=NNC(=O)CC3)C2)c1 (stereo not drawn)	.	.	25.0
69	O=C1CC(Sc2ncccn2)C(=O)N1c1ccccc1 (stereo not drawn)	0.82	0.19	28.6
70	COc1cc(C(=O)NCCN2CCCC2)cc(OC)c1OC	0.42	-0.11	33.3
71	CC1(CC(=O)N/N=C/c2cc3c(cc2Br)OCO3)OCCO1	.	.	44.4
72	COc1ccc(COc2ccccc2C(=O)Nc2ccccn2)cc1[N+](=O)[O-]	2.04	2.76	-34.6
73	Nc1ccc(-c2nc3ccc(N)cc3o2)cc1	0.91	1.27	.
74	O=C(NC(NCCCN1CCOCC1)(C(F)(F)F)C(F)(F)F)C1CCCCC1	0.72	0.51	50.0
75	Cc1cc(C)n2ncc(C(=O)NCc3cccnc3)c2n1	-0.19	-0.15	35.7
76	COc1cc(C(=O)Nc2ccc3c(c2)C(=O)N(CCC(=O)O)C3=O)cc(OC)c1OC	-0.09	-0.29	6.7
77	COC(=O)c1ccc(N2C(=O)CC(N3CCOCC3)C2=O)cc1 (stereo not drawn)	0.86	0.78	.
78	CC(=O)c1ccc(NC(=S)N(C)C2CCN(C)CC2)cc1	0.17	-0.55	39.5
79	Cc1ccc(/C=N/NC(=O)c2c[nH]c3ccccc23)s1	0.61	0.16	.
80	Cc1oc(-c2ccccc2)nc1C(=O)Nc1nccs1	-0.64	0.21	-45.5
81	COC(=O)CN(c1ccc(OC)cc1)S(=O)(=O)c1ccc(OC)c(OC)c1	0.55	0.71	13.9
82	COc1ccc(CNc2nn[nH]n2)cc1OC	0.85	0.57	.
83	O=C(NCc1ccc2c(c1)OCO2)C1CCN(S(=O)(=O)c2cccs2)CC1	1.43	1.7	.
84	COC(=O)C1=C(C)NC(=S)NC1c1ccco1 (stereo not drawn)	.	.	5.6
85	Fc1ccccc1/C=C/c1ccc2ccccc2n1	-0.63	-0.34	-23.3
86	COc1c(C)cc(S(=O)(=O)NC2CC(C)(C)NC(C)(C)C2)c(C)c1C	0.33	0.17	-38.5
87	O=C1C2C3C=CC(C3=C(c3ccccc3)c3ccccc3)C2C(=O)N1Cc1ccccc1 (stereo not drawn)	-0.43	-1.05	-11.1
88	CN(c1ccc(C(=O)N2CCN(c3ccc(F)cc3)CC2)cc1)S(C)(=O)=O	0.57	0.2	18.4
89	Cc1cc(C)c(NC(=S)NCCCSC2CCCCC2)c(C)c1	.	.	0.0
90	COc1ccc(Cl)cc1NC(=O)c1ccccc1C	-0.07	0.17	2.9
91	CCOP(=O)(OCC)c1nc(/C=C/c2ccccc2)oc1NCc1ccc(OC)cc1	-0.86	-1.3	.
92	CNc1nc2cc([N+](=O)[O-])c([N+](=O)[O-])cc2nc1NC	-0.14	0.18	.
93	O=C(NNc1ccccc1[N+](=O)[O-])NC1CCCCC1	.	.	31.7
94	O=C(CSc1cccc[n+]1[O-])c1ccc(-c2ccccc2)cc1	.	.	11.1
95	Cc1[nH]n(C(N)=S)c(=O)c1N=Nc1ccc(S(=O)(=O)N2CCCCCC2)cc1	-1.15	-1.47	-36.7
96	COC(=O)c1c(NC(NC(=O)C(C)C)C(Cl)(Cl)Cl)sc2c1CCC2 (stereo not drawn)	-1.66	-1.01	7.4
97	CCCc1cc(=O)[nH]c(Nc2ccc3c(c2)OCCO3)n1	.	.	19.1
98	Cc1ccc(SCC(=O)N(C)C2CCS(=O)(=O)C2)cc1 (stereo not drawn)	.	.	53.9
99	CCOC(=O)C1(Cc2ccc(Cl)cc2)CCN(C(=O)c2sc(C)nc2C)CC1	.	.	8.7
100	O=C(CS(=O)(=O)Cc1ccccc1)N1CCN(Cc2ccc3c(c2)OCO3)CC1	1.84	0.97	-4.5
101	CN(C)S(=O)(=O)c1ccc(Cl)c(C(=O)Nc2ccccc2[N+](=O)[O-])c1	0.72	0.5	-37.9
102	CC1(C)Cc2c(C#N)c(SCCC#N)nc(N3CCOCC3)c2CS1	-0.51	-1.59	-15.4
103	Cc1cc(Nc2ccc(F)cc2F)n2ncnc2n1	0.14	-1.48	-10.0
104	Cc1oc(-c2ccccc2Cl)nc1CSCC(=O)NC1CC1	-0.18	-1.23	-100.0
105	O=C1/C(=C\c2ccc3c(c2)OCO3)CCC/C1=C/c1ccc2c(c1)OCO2	-1.29	-0.63	.
106	O=S(=O)(c1ccc2c(c1)OCO2)N1CCN(c2nnnn2-c2ccccc2)CC1	0.02	-0.07	11.5
107	NNC(=O)c1ccc(Cn2cc(Br)cn2)cc1	-1.79	-0.66	16.7
108	C=CCNS(=O)(=O)c1cccc2cc(C(=O)O)c(O)cc12	-0.33	-0.64	25.0
109	CC(C)NC(=O)CCCc1c[nH]c2ccccc12	.	.	-8.3
110	Cc1ccc(N2C(=O)C(CN3CCCC3)C2c2ccccc2)cc1 (stereo not drawn)	.	.	16.3
111	COC(=O)c1ccc(NC(=O)Cn2c(-c3nonc3N)nc3ccccc32)cc1	.	.	-16.7
112	CCOC(=O)N1CCC(N2C(=O)c3ccccc3C2Nc2cc(C(=O)OC)cc(C(=O)OC)c2)CC1 (stereo not drawn)	0.71	0.32	.
113	O=C(c1ccccc1-c1nc(-c2ccccc2)no1)N1CCCC1	0.81	1.96	.
114	Cc1ccc(C(=O)NNC2CC(=O)N(c3ccc4c(c3)OCCO4)C2=O)cc1 (stereo not drawn)	.	.	85.0*
